USP1-UAF1 inh – inhibitors of human USP1/UAF1 deubiquitinase | recombinant USP1/UAF1, Ub-Rhodamine cleavage fluorescence | Potency, µM (top dose mostly 57.1 µM), for inactives: top-dose activity change, negative = inhibition, most hits filed as inhibitors | 0.23% of 390,000 active | AID 743255; note: potency is the fitted concentration of half-maximal effect; % is set by controls: 0 for no effect and ±100 for the full control effect; nearly all actives have a fitted effect of over 60% in size; inactives centre near -12
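In this screen, compounds sit with the deubiquitinase complex (1nM) for 15 min at room temperature before Ub-Rho is added at 150nM final. Fluorescence rise is then followed for 6 reads every 60 seconds.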
D2 ag – D2 dopamine receptor (human) agonism. AID 485358. HEK293 T-REx D2 cells, calcium flux agonist mode. activation, % at 2 µM. 0.53% of 340,000 active. P14416;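 active = activation over 3 SD above normal in the single-dose calcium agonist read, cut at about 30% in these data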; note: 0% is about no effect
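Agonism is scored from calcium flux in a force-coupled, inducible HEK293 cell line expressing D2, read kinetically for 180 s after compound addition against dopamine controls.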
PI4K2A block – PI4K2A (human) kinase inhibition; purified PI4K2A, ADP-Glo luminescence, 1 h; stronger effect = lower value; activity change, negative = inhibition, % at 76.9 µM; 0.13% of 420,000 active; in the data active = activity change below about -50%; inconclusive = mostly about -30% to -49%;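 note: -100% = wells without enzyme as full effect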
Target sequence (Q9BTU6 whole entry, looked up): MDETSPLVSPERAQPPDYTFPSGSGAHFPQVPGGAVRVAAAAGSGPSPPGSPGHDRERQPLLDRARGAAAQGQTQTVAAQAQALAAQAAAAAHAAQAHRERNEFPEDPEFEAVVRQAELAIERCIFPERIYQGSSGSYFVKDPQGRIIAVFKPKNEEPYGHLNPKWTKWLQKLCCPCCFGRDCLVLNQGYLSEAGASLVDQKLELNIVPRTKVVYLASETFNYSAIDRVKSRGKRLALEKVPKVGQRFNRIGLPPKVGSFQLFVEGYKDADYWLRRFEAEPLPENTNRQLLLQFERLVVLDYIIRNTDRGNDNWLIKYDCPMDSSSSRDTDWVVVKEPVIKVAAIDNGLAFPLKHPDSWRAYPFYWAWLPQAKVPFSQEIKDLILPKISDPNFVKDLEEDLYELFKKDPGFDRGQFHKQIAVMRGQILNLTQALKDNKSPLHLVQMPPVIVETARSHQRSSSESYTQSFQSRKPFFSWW
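In this quantitative HTS, ADP production by PI4K2A was quantified luminescently after 1 h at ambient temperature; 100 microM adenosine served as plate-quality control.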
IDH1 R132H inh – inhibitors of human mutant IDH1 R132H. O75874. IDH1-R132H enzyme, NADPH consumption, diaphorase/resazurin fluorescence. Potency, µM (doses to about 76.6 µM), for inactives: at the top dose activity change, negative = inhibition, usual class: inhibitors. 0.093% of 390,000 active. AID 602179; note: potency is the fitted concentration of half-maximal effect; % is set by controls: 0 for no effect and ±100 for the full control effect; nearly all actives have a fitted effect of over 65% in size
Target sequence (O75874 whole entry R132H, stated change not applied): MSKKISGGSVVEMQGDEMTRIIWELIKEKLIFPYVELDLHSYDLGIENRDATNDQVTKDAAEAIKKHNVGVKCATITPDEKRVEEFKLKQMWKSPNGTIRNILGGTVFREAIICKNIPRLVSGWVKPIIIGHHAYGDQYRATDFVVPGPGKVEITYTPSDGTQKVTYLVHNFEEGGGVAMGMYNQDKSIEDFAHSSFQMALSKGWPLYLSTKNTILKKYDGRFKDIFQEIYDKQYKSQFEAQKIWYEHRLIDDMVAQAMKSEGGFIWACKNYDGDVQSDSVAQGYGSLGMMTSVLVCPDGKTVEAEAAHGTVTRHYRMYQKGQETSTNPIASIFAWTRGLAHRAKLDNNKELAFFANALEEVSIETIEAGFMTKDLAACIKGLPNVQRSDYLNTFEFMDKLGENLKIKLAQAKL
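IDH1-R132H (0.5 ug/mL dispensed) in pH 7.5 Tris buffer was preincubated 30 min with compound, then given a substrate mix of 0.016 mM NADPH and 2 mM alpha-KG for 80 min at room temperature; remaining NADPH was read by diaphorase/resazurin fluorescence.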
rTrxR1 inhibitor – blocks rat thioredoxin reductase 1 | AID 588453 | recombinant rTrxR1, NADPH fluorescence consumption, selenite substrate | Potency, µM (doses to about 114 µM), for the others: at the top dose activity change, negative = inhibition, most hits filed as inhibitors | 1% of 390,000 active | O89049; note: potency is the fitted concentration of half-maximal effect; % is set by controls: 0 for no effect and ±100 for the full control effect; nearly all actives have a fitted effect of over 65% in size
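Rat TrxR1 (90 nM in the dispensed reagent) was pre-reduced with 400 uM NADPH for 5 min at room temperature, then incubated with compound for 15 min. After 400 uM selenite was added, NADPH fluorescence (Ex 340/Em 450 nm) was followed for 8 min.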
TrxR1 substrate – is turned over as a substrate by rat TrxR1 | O89049 | purified TrxR1 substrate turnover, NADPH consumption readout | Potency, µM (top dose mostly 114 µM), without a hit: at the top dose activity change, negative = substrate turnover | 0.01% of 390,000 active | AID 588456; note: potency is the fitted concentration of half-maximal effect; % is set by controls: 0 for no effect and ±100 for the full control effect; nearly all actives have a fitted effect of over 50% in size
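Rat TrxR1, dispensed at 90 nM, was prereduced with 400 uM NADPH (final) for 5 min at ~22 deg C, then incubated with compound 15 min before 400 uM selenite. A first-read NADPH fluorescence drop versus no-compound background flagged substrates.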
TRHR PAM – allosterically enhances the human TRH receptor; 0.66% of 360,000 active; enhancement, % at 2 µM; TRHR cells, fluo-8 calcium fluorescence, EC20 TRH enhancement; P34981; in the data active = enhancement above about 30%; note: 0% is about no effect
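TRHR-expressing cells loaded with fluo-8 calcium dye were read kinetically (ex 480/em 530) during compound addition, then stimulated with an EC20 of TRH (10 nM final). Enhancement of the Gq-mediated intracellular calcium response was scored.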
TRHR agonist – TRH receptor (human) agonism. P34981. TRHR cells, calcium flux fluo-8, FDSS agonist mode. activation, % at 2 µM. 0.18% of 360,000 active; in the data active = activation above about 30%; note: 0% is about no effect
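TRHR-expressing cells loaded with fluo-8 calcium dye; 23 nL library compound pin-transferred, kinetic FDSS fluorescence (Ex 480/Em 530) recorded about 180 s for agonist-induced calcium release, before a 10 nM TRH EC20 addition for potentiator mode.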
D2 antagonist – D2 dopamine receptor (human) antagonism | HEK293 TREx D2 cells, calcium flux, dopamine EC80 | inhibition, % at 10 µM | 2% of 340,000 active; in the data active = inhibition above about 30%; note: 0% is about no effect
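Measurement of antagonist activity uses fluorescent calcium dye in inducible HEK293 T-REx D2 cells: 10 s baseline, compound addition with 180 s read, EC80 dopamine addition with a further 180 s read.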
Starred values were filed as active, the others as inactive; ? = inconclusive; / = no result given; [ ] = dose if it differs, or a comment. Unless noted, calls come from the whole dose curve; as a rule, active = well fitted inhibition curve with a large enough effect; inconclusive = small, poorly fitted or top-dose-only effect; inactive = no such curve, though single readings can be large or run the other way.

molecule | TRHR PAM | USP1-UAF1 inh | IDH1 R132H inh | PI4K2A block | TRHR agonist | TrxR1 substrate | D2 antagonist | rTrxR1 inhibitor | D2 ag
[O-][n+]1ccc(C(O)c2ccccc2)cc1 (stereo not given) | 5 | -22% | -2% | 0 | 0.8 | -4% | 13 | 8% | 0.6
COCCc1nnc(NC(=O)C23CC4CC(CC(C4)C2)C3)s1 | -4 | -12% | 3% | -4 | 0.4 | -5% | -4 | 10%[57.1 µM] | -1.3
COC1C(C)=C(C)C(=O)N1Cc1ccc(F)cc1 (stereo not given) | -2 | -14% | 1% | 2 | 0.1 | 9% | -9 | 24% | 1.2
O=C(Nc1ccc(Cl)cc1)Nc1cc(S(=O)(=O)N2CCOCC2)ccc1N1CCCC1 | -3 | -22% | 6% | 5 | -0.2 | 6% | -7 | 21% | -0.5
Cc1ccc(C2C(C#N)=C(N)OC3=C2C(=O)CC(C)(C)C3)s1 (stereo not given) | -2 | 3% | -4% | -4 | -0.3 | 15%[57.1 µM] | -7 | 28%[57.1 µM] | 0.6
CC(C)C(C)NC(=O)COC(=O)c1cccc(C(=O)OCC(=O)NC(C)C(C)C)n1 (stereo not given) | 8 | -20% | 1% | 2 | -0.3 | -4% | / | -5% | /
Cc1ccccc1C(=O)Nc1ccc(O)cc1C(=O)O | 2 | 4% | 5% | 2 | 0.2 | -12% | -3 | 3% | 0.4
Cc1ccc(N2CC(O)Cn3c2nc2c3c(=O)[nH]c(=O)n2C)cc1 (stereo not given) | -7 | -17% | -1% | 2 | -0.5 | -2% | 8 | 20% | -4.3
CCOC(=O)CN1C(=O)N[C@@H](c2ccccc2)C(C(=O)OC)=C1C | 10 | 15% | -8% | 4 | 0.1 | 11%[57.1 µM] | -10 | 23%[57.1 µM] | -0.7
CCC(COC(=O)Nc1cccc(C)c1C)NC(=O)OCC(C)C (stereo not given) | -8 | -14% | 5% | -6 | -0.9 | 3% | 16 | 11% | 0.3
Cc1ccccc1NC(=O)C(C)OC(=O)CCC(=O)N(CC(C)C)c1c(N)n(CC(C)C)c(=O)[nH]c1=O (stereo not given) | -2 | -9% | 0% | 2 | -0.1 | 3% | -3 | 15% | 1.0
Cc1cc(S(=O)(=O)N2CCN(CC(=O)NC(C)(C#N)C3CC3)CC2)ccc1Br (stereo not given) | -13 | -13% | -8% | 3 | -0.2 | -5% | 21 | 3% | 0.6
Cc1noc(C)c1COc1ccccc1C(=O)N1CCN(S(=O)(=O)c2cccc([N+](=O)[O-])c2)CC1 | -9 | -19% | 6% | 1 | -0.1 | 5% | -14 | 3% | 0.8
CCC1CCCCN1CCCNC(=O)CNC(=O)c1nn(-c2ccc(OC)cc2)c(=O)c2ccccc12 (stereo not given) | 3 | -17% | 6% | 2 | -2.0 | -13%[57.1 µM] | -4 | 32%[activator][57.1 µM] | -0.2
CN1CCN(C(CNC(=O)C(=O)Nc2ccc3c(c2)OCO3)c2ccc(F)cc2)CC1 (stereo not given) | 17 | -17% | -3% | 2 | 1.1 | -4%[57.1 µM] | 14 | -5%[57.1 µM] | 1.6
O=C(N/N=C/c1ccc2cccnc2c1)c1nc2ccccc2c(=O)[nH]1 | 1 | -17% | 13% | -7 | -0.2 | 31%[activator] | 2 | 17% | -0.7
CN1CCc2c(sc3c2C(=O)NC(c2ccc(OC(=O)c4ccc(C(C)(C)C)cc4)cc2)N3)C1 (stereo not given) | 9 | 32µM* | 20% | 2 | 121* | 11% | / | -4% | /
Cc1c(-c2ccccc2)nc2ccccc2c1C(=O)Nc1ccncc1 | 21 | -30% | -6% | 3 | 1.2 | 1% | 10 | 11% | -0.7
O=C(O)CCN1CCc2ccccc21 | 0 | -24% | 6% | -9 | -0.2 | 4% | 8 | -2% | 0.2
COC(=O)c1ccc(OCC(O)Cn2cnc3cc(C)c(C)cc32)cc1 (stereo not given) | -10 | 1% | / | -2 | 0.5 | -3%[57.1 µM] | / | 1%[57.1 µM] | 0.9
Cc1cc(=O)[nH]c(N/N=C/c2cccc([N+](=O)[O-])c2)n1 | -2 | / | / | / | 0.6 | / | 14 | / | 0.8
COCC(=O)N/N=C(\C)CC(=O)Nc1ccccc1C(N)=O | 1 | -9% | 15% | 6 | -0.4 | 1% | -12 | -23% | -0.6
Cc1ccc(OCCSc2nc3ccc(NC(=O)c4cccs4)cc3s2)cc1 | 4 | -6% | 15% | 1 | -0.9 | 13% | / | 38%[activator] | -1.6
CCOC(=O)c1cc(-c2ccccc2)n(CCC(=O)Nc2cc(C)cc(C)c2)c1C | 2 | 4% | 0% | 0 | 0.3 | 1%[57.1 µM] | / | 18%[57.1 µM] | /
CCCCC1(C)NC(=O)c2c(C)sc(C(=O)OCC)c2N1 (stereo not given) | 2 | -8% | 1% | 1 | -0.5 | 25%[57.1 µM] | -9 | 4%[57.1 µM] | 0.4
Nn1c(SCC(=O)Nc2ccccc2)nnc1C1CCCCC1 | 6 | -16% | 2% | 1 | 0.1 | 6% | 1 | 13% | -0.3
O=C(Cn1nnc(-c2ccccc2)n1)NC(=O)NC1CCCC1 | -9 | -20% | 3% | -4 | 0.4 | -10% | -9 | -8% | 0.2
CC(C)CN(C(=O)C1CC1)C1CCS(=O)(=O)C1 (stereo not given) | 4 | -17% | 6% | -3 | 0.2 | 0%[57.1 µM] | 19 | 0%[57.1 µM] | 1.1
COc1ccc(NC(=O)CN2CCCN(S(=O)(=O)c3ccc(Br)cc3)CC2)c(OC)c1 | -2 | -20% | 19% | 1 | 0.0 | -1% | / | 35%[11.4 µM] | 0.7
Cc1ccc2nsnc2c1NC(=O)c1ccc(-c2cc(Cl)ccc2Cl)o1 | 13 | -26% | 11% | 0 | 0.3 | 9% | 1 | -35% | 0.5
CCOC(=O)N1CCN(C(=O)CNCc2cccs2)CC1 | / | 3% | 5% | 3 | / | 0% | / | ? | /
C/C(=N/NC(=O)c1ccccn1)c1ccncc1 | -2 | 0% | 6% | 5 | 0.4 | 6%[57.1 µM] | 2 | 8%[57.1 µM] | -1.5
CCSc1nnc(NC(=O)c2cccs2)s1 | -9 | -13% | 7% | -1 | -0.6 | 0% | 3 | 0% | 0.5
N#CC1=C(N)OC2=C(CCc3ccccc32)C1c1ccccc1 (stereo not given) | -1 | -10% | -14% | 1 | -0.1 | -5% | -2 | 0% | -0.3
COCCn1c(SCC(=O)NCc2ccccc2)nc2ccccc21 | -2 | 9% | 3% | 1 | 0.2 | 1% | -9 | 13% | 0.5
COc1cc(C(C(=O)NC2CCCC2)N(C(=O)Cc2cccs2)C2CC2)cc(OC)c1OC (stereo not given) | 1 | -2% | 2% | 0 | -0.9 | 6% | -12 | 23% | 0.3
Cc1ccc(-n2c(=O)[nH]cc(C(=O)N3CCc4ccccc43)c2=O)cc1 | 0 | -15% | 2% | -4 | 0.1 | 3% | -12 | 12% | 0.2
N#CCCn1cc(C=O)c(-c2cccs2)n1 | -4 | -1% | -12% | 4 | 0.3 | -1% | 11 | 6%[57.1 µM] | -0.3
CCCn1c(=O)c2c(c3ccccc31)OCC(=O)N2 | -1 | -11% | -1% | -1 | 0.1 | -3% | 5 | -5% | 0.0
Clc1cccc(CSc2nnc(-c3cccnc3)n2Cc2ccco2)c1 | 7 | 2% | 5% | -9 | -0.7 | -6% | 3 | -33% | 1.0
COc1cc(-c2nnco2)cc(OC)c1OC | -5 | -25% | 0% | 1 | 1.3 | -1% | 9 | 1% | -0.4
Cc1cc(-c2n[nH]c(=S)n2-c2ccc(C)c(C)c2)no1 | 12 | -13% | 7% | 2 | 0.3 | 0% | 6 | -26% | -3.7
Oc1c(Br)cc(Br)cc1-c1nc2ccccc2s1 | -2 | -6% | -6% | -12 | -0.6 | 7% | / | ? | -3.4
O=C(NCCNc1ccccc1[N+](=O)[O-])c1cc(F)c(F)cc1Cl | -6 | 0% | 4% | 2 | -1.9 | -12% | -12 | -10%[57.1 µM] | -0.3
Oc1ccc(Br)cc1/C=N/n1c(C2CCCCC2)n[nH]c1=S | 3 | -15% | -2% | -2 | -0.6 | -9% | -4 | 5% | 1.2

Shown as labelled records: entries from further up.
N#CCCn1cc(C=O)c(-c2cccs2)n1
  TRHR PAM: -4; USP1-UAF1 inh: -1%; IDH1 R132H inh: -12%; PI4K2A block: 4; TRHR agonist: 0.3; TrxR1 substrate: -1%; D2 antagonist: 11; rTrxR1 inhibitor: 6%[57.1 µM]; D2 ag: -0.3
Cc1ccc(-n2c(=O)[nH]cc(C(=O)N3CCc4ccccc43)c2=O)cc1
  TRHR PAM: 0; USP1-UAF1 inh: -15%; IDH1 R132H inh: 2%; PI4K2A block: -4; TRHR agonist: 0.1; TrxR1 substrate: 3%; D2 antagonist: -12; rTrxR1 inhibitor: 12%; D2 ag: 0.2

Single records, from the list above:
Oc1ccc(Br)cc1/C=N/n1c(C2CCCCC2)n[nH]c1=S is listed with TRHR PAM = 3; USP1-UAF1 inh = -15%; IDH1 R132H inh = -2%; PI4K2A block = -2; TRHR agonist = -0.6; TrxR1 substrate = -9%; D2 antagonist = -4; rTrxR1 inhibitor = 5%; D2 ag = 1.2
Oc1c(Br)cc(Br)cc1-c1nc2ccccc2s1 is listed with TRHR PAM = -2; USP1-UAF1 inh = -6%; IDH1 R132H inh = -6%; PI4K2A block = -12; TRHR agonist = -0.6; TrxR1 substrate = 7%; D2 antagonist = /; rTrxR1 inhibitor = ?; D2 ag = -3.4
Cc1cc(-c2n[nH]c(=S)n2-c2ccc(C)c(C)c2)no1 is listed with TRHR PAM = 12; USP1-UAF1 inh = -13%; IDH1 R132H inh = 7%; PI4K2A block = 2; TRHR agonist = 0.3; TrxR1 substrate = 0%; D2 antagonist = 6; rTrxR1 inhibitor = -26%; D2 ag = -3.7

Assay outcomes deposited in PubChem by National Center for Advancing Translational Sciences (NCATS).

No enrichment for hits; overall some 3.9% were active at least once.
